# AI-2 QS mod = modulators of Vibrio harveyi AI-2 quorum sensing system; Vibrio harveyi JMH597 AI-2 luminescence/OD600 ratio, 9 h; hits give low values; strain lacks LuxN and CqsS sensors; 0 = neutral-control median; activity change, % at 7.5 µM; 300,000 tested, 0.4% active; in the data active = activity change below about -75%, passing the limit was not always enough;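 also: luminescence divided by OD600 gain over 9 h not by final OD600 alone; inactives centre near 13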
# TRPC4 block = blocks the mouse TRPC4 cation channel. AID 2247. B-score at 10 µM. Q9QUQ5. HEK293 TRPC4beta/mu-opioid, DAMGO-evoked Fluo4 calcium flux; hits give low values. 300,000 tested, 0.39% active;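 active = B-score over 3 SD under the library average, no early fluorescence shift, positive overall ratio signal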
# Target sequence (Q9QUQ5 whole entry, looked up): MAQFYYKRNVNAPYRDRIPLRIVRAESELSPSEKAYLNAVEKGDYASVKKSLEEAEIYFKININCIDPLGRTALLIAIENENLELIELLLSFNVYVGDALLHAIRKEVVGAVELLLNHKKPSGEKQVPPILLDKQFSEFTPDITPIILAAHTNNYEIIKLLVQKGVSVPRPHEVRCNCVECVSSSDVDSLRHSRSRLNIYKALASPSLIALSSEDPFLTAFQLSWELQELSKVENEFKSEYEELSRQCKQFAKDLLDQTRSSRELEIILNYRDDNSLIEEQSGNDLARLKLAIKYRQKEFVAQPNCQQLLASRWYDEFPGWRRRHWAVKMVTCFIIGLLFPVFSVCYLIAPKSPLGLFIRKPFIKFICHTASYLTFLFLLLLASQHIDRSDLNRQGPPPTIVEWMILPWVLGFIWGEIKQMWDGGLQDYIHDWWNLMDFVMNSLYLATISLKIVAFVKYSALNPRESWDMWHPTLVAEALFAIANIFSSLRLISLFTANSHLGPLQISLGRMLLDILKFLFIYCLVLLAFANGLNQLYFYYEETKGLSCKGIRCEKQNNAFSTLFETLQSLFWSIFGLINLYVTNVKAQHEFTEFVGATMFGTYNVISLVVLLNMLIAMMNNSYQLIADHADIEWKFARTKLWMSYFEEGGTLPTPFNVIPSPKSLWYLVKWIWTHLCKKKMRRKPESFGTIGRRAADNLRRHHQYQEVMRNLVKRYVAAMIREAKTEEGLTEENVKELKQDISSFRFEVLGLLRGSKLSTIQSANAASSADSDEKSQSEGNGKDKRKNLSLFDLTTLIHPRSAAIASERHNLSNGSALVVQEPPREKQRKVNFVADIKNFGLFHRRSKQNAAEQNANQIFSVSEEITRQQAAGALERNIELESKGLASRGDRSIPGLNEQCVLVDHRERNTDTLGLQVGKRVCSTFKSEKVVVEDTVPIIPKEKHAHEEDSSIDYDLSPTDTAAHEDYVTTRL
#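 Assay system: TRPC4beta/mu-opioid receptor HEK293 cell line; compound dosing: single concentration per test compound; detection: Fluo4 Ca2+ flux fluorescence; evaluation: per-well B score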
# PolyA inh = blocks polyadenylation in yeast reporter cells; S. cerevisiae SKY197-pL101 polyadenylation reporter, beta-gal luminescence; efflux-impaired pdr1/pdr3 knockout yeast; score 100 = 6 SD above DMSO; calls only at 12 µM; 300,000 tested, 0.02% active;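 active = lowest replicate activity score at least 50, where 100 means six control SD above control mean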;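 also: yeast exposed to compound for 9 h at 30 °C; higher score means more reporter readthrough which indicates perturbed polyadenylation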
# TRPC4 PAM = TRPC4 (mouse) allosteric potentiation | HEK293 TRPC4beta/mu-opioid, DAMGO EC20, Fluo-4 Ca2+ flux; hits give high values | B-score at 10 µM | 310,000 tested, 0.42% active | AID 2227;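 active = B-score of calcium response area above 5 SD of library B-scores, with initial fluorescence ratio within 5 SD of library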;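 also: B-score of integrated fluorescence ratio over time as area under calcium response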
# MrgX1 PAM = allosterically activates human MrgX1 receptor signaling; Q96LB2; MrgX1-HEK293, Fluo-4 calcium flux, FDSS; hits give high values; B-score at 10 µM; 310,000 tested, 0.63% active; AID 588675;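 active = plate-corrected calcium response at least 3 library SD above typical, normal starting fluorescence, not activating the receptor alone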;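 also: compound read alongside a low EC10 to EC30 dose of BAM8-22 agonist; peak minus trough fluorescence over baseline measured at the second addition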
# HIF activator = HIF pathway transcriptional activation. 300,000 tested, 0.32% active. activation, % at 7.5 µM (by protocol). U2OS HRE-luciferase reporter, luminescence; normalized: DMSO 0%, desferrioxamine 100%. AID 1910;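 active = mean activation of at least 10% of the iron chelator positive control signal, with at least half of replicates also reaching 10%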
# TRPC4 agonist = opens the mouse TRPC4 cation channel | B-score at 10 µM | AID 2237 | 310,000 tested, 0.49% active | HEK293 TRPC4beta/mu-opioid, Fluo4 calcium fluorescence; hits give high values | Q9QUQ5;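 active = B-score above 5 SD of library B-scores, and initial fluorescence ratio not above library mean plus 5 SD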;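 also: positive B-score marks a calcium rise read as TRPC4 activation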
#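 Test system: HEK293 cells stably co-expressing mouse TRPC4beta and mu-opioid receptor | Schedule: Fluo4 dye loading 45 min at room temperature, 110 s recording | Measured by: Kinetic Fluo4 calcium fluorescence, 5 s baseline at 1 Hz | Evaluation: B score of integrated ratio | Controls: Buffer (low) and maximal DAMGO (high)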
# TRPC6 act = mouse TRPC6 channel activation; 310,000 tested, 0.13% active; B-score at 10 µM; Q61143; HEK293-TRPC6 membrane potential dye fluorescence; hits give high values;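 active = B-score of the integrated fluorescence ratio above library mean plus 3 SD, and starting fluorescence ratio within library mean plus 5 SD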;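 also: higher score means more depolarization so channel activation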
# MrgX1 ag = human MrgX1 receptor agonism, primary screen. Q96LB2. MrgX1-HEK293 cells, Fluo-4 calcium fluorescence, agonist mode; hits give high values. B-score at 10 µM. 310,000 tested, 0.44% active;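 active = calcium response B-score plate-corrected fluorescence ratio at least 3 library SD, with starting fluorescence B-score inside 5 SD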
#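 times = overnight plating, then 30 min 37 °C plus 30 min room-temperature dye loading | assay system = stable human MrgX1 HEK293 cell line | input = fifteen thousand cells per well | signal = kinetic calcium dye fluorescence, Fluo-4 NW | dosing = compound delivered in addition one of three | read-out = B-scored fluorescence response ratio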
# TRPC6 inhibitor = inhibitors of mouse TRPC6 channel; Q61143; HEK293-TRPC6, membrane potential dye, ACh-evoked depolarization; hits give low values; B-score at 10 µM; 310,000 tested, 1.1% active;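 active = B-score under library mean minus 3 SD, initial fluorescence not abnormally high, positive integrated signal ratio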;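 also: B-score derived from integrated fluorescence ratio over the kinetic read; more negative B-score means stronger inhibition of depolarization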
# MrgX1 antag = antagonists of human MrgX1 receptor; 310,000 tested, 1.3% active; Q96LB2; MRGX1-HEK293 calcium flux, Fluo-4, BAM8-22 antagonism; hits give low values; B-score at 10 µM;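 active = calcium-response B-score plate-corrected more than 3 library SD below zero, starting fluorescence within 5 deviations, no agonist response on first addition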;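 also: peak minus trough fluorescence over baseline after final BAM8-22 challenge near maximal dose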
# * hit, by the source's call; i = inactive; . = not tested or not shown.
SMILES,AI-2 QS mod,TRPC4 block,PolyA inh,TRPC4 PAM,MrgX1 PAM,HIF activator,TRPC4 agonist,TRPC6 act,MrgX1 ag,TRPC6 inhibitor,MrgX1 antag
COc1cccc(C(=O)Nc2ccc(S(=O)(=O)NCc3ccco3)cc2)c1,13,i,i,i,i,-0.7,i,i,i,i,i
COc1ccc(C2CC(c3ccc(C)cc3)=NN2C(=O)c2ccccc2)cc1 (stereo unspecified),9,i,i,i,i,-0.8,i,i,i,i,i
Cc1ccc(NC(=S)NCCSc2ccc(Cl)cc2)cc1,-1,i,i,i,i,-0.2,i,i,i,i,i
CC(=O)Nc1ccc(S(=O)(=O)NC2(C(F)(F)F)C(=O)Nc3c2c(=O)[nH]c(=O)n3Cc2ccccc2)cc1 (stereo unspecified),14,i,i,i,i,-0.5,i,i,i,i,i
Nc1ccc(C(=O)OCC(=O)NC2CC2)cc1[N+](=O)[O-],28,i,i,i,i,-0.7,i,i,i,i,i
CCCSc1nc2cc(C)c(C)cc2n1CC(C)O (stereo unspecified),23,i,i,i,i,0.7,i,i,i,i,i
CC(C)C[C@@]12C(=O)N(c3cccc(Br)c3)C(=O)N1[C@H](c1ccc(F)cc1)[C@@H]1C(=O)N(C3CCCCC3)C(=O)[C@@H]12,7,i,i,i,i,-1.4,i,i,i,i,i
Cc1cccc(C)c1NC(=O)COC(=O)c1ccccc1[N+](=O)[O-],2,i,i,i,i,-0.1,i,i,i,i,i
Cc1ccccc1N1C(=O)C(Oc2ccc(Cl)cc2)C1CNCCCOC(C)C (stereo unspecified),32,i,i,i,i,-0.5,i,i,i,i,i
COc1cc2c(cc1OC)CN(C(=O)CCOc1ccccc1)CC2,11,i,i,i,i,0.4,i,i,i,i,i
C=CCNC(=S)Nc1cccc(N)c1,15,i,i,i,i,1.3,i,i,i,i,i
CCOc1ccc(Br)cc1S(=O)(=O)Nc1ccc(NC(=O)c2ccccc2C)cc1,39,i,i,i,i,0.0,i,i,i,i,i
O=C(Nc1ccc(F)cc1)c1cc2ccccc2o1,6,i,i,i,i,-16,i,i,i,i,i
CCCCn1c(=O)[nH]c(=O)c2c1nc(CN(C)Cc1cccc(OC)c1OC)n2CCC,25,i,i,i,i,0.0,i,i,i,i,i
Cc1cccc(C)c1NC(=O)c1ccc([N+](=O)[O-])s1,29,i,i,i,i,-0.1,i,i,i,i,i
Cc1ccc2ccc(C(Nc3cccc(C(F)(F)F)c3)c3cccnc3)c(O)c2n1 (stereo unspecified),17,i,i,i,i,8.2,i,i,i,i,i
O=C1CCOc2cc(OCc3ccccc3)ccc21,28,i,i,i,i,0.8,i,i,i,i,i
Cc1csc(SCC(=O)NC(=O)Cc2ccccc2)n1,38,i,i,i,i,0.0,i,i,i,i,i
O=[N+]([O-])c1ccc(Cl)c2c1C1C=CCC1C(c1ccccn1)N2 (stereo unspecified),20,i,i,i,i,-0.4,i,i,i,i,-5.6*
O=C(Cc1ccc(Br)c2ccccc12)N/N=C/c1ccccn1,49,i,i,i,i,0.1,i,i,i,i,i
S=C(Nc1ccc(Cl)cc1Cl)N1CCCCC1,12,i,i,i,i,1.1,i,i,i,i,i
Cc1cc(CN(C)C)c(O)c(C2(C)CCCCC2)c1,21,i,i,i,i,0.2,i,i,i,i,i
CCOC(Cn1cc(C)c(=O)[nH]c1=O)OCC,13,i,i,i,i,-0.2,i,i,i,i,i
CN(C(=O)COC(=O)c1nn(C)c(=O)c2ccccc12)c1c(N)n(Cc2ccccc2)c(=O)[nH]c1=O,22,i,i,i,i,-2.5,i,i,i,i,i
O=C(NC(=S)Nc1ccc(Cl)cn1)C12CC3CC(CC(C3)C1)C2,28,i,i,i,i,1.6,i,i,i,i,i

# Remaining list, next part
SMILES,AI-2 QS mod,TRPC4 block,PolyA inh,TRPC4 PAM,MrgX1 PAM,HIF activator,TRPC4 agonist,TRPC6 act,MrgX1 ag,TRPC6 inhibitor,MrgX1 antag
CCOC(=O)c1c(-c2cccc([N+](=O)[O-])c2)csc1NC(=O)CCCOc1ccccc1,2,i,.,i,i,-2.7,i,i,i,i,i
CCOC(=O)Cc1nc(-c2cccc(C(F)(F)F)c2)no1,5,i,i,i,i,0.6,i,i,i,i,i
CC1(C)CC(=O)C=C(Nc2cccc(Cl)c2Cl)C1,13,i,i,i,i,-0.9,i,i,i,i,i
O=C(CSc1nc2ccccc2c(=O)[nH]1)N1CCCCC1,31,i,i,i,i,-0.1,i,i,i,i,i
FC(F)(F)COc1nc(N2CCOCC2)nc(N(c2ccccc2)c2ccccc2)n1,4,i,i,i,i,-0.1,i,i,i,i,i
COc1cc(CN(C)CCc2ccccc2)ccc1OCc1ccccc1,24,i,i,i,i,0.6,i,i,i,i,i
CCCCNC(=O)CCc1nc2cccnc2n1Cc1ccccc1,1,i,i,i,i,-4.7,i,i,i,i,i
Cc1oc2c(C)c3oc(=O)c(CCC(=O)NCCN4CCOCC4)c(C)c3cc2c1C,14,i,.,i,i,-0.3,i,i,i,i,i
OC1CCCN(CC(O)c2ccccc2)C1 (stereo unspecified),12,i,i,i,i,-0.4,i,i,i,i,i
C#Cc1ccc([C@@H]2C=C(C(=O)Nc3ccccc3)O[C@H](OCC)[C@H]2CCCO)cc1,-7,i,i,i,i,-0.1,i,i,i,i,i
CN(C)C(=O)Cn1cnc2c(cnn2-c2ccccc2Cl)c1=O,18,i,i,i,i,-0.1,i,i,i,i,i
Cc1cccc(NC(=O)/C(C#N)=C\c2cn(CC(=O)O)c3ccccc23)c1,15,i,i,i,i,-0.1,i,i,i,i,i
COc1ccc(NC(=O)C(NC(C)=O)C(=O)NCc2ccccc2)cc1 (stereo unspecified),15,i,i,i,i,.,i,i,i,i,i
COc1cc(/C=C/CO)cc(OC)c1O[C@@H]1O[C@H](CO)[C@@H](O)[C@H](O)[C@H]1O,18,i,i,i,i,0.7,i,i,i,i,i
CCOc1ccc(C(=O)Nc2cccc(-c3ccc(N4CCOCC4)nn3)c2)cc1OCC,14,i,i,i,i,2.7,i,i,i,i,i
C=CCOc1c(Br)cc(/C=C2\SC(=Nc3ccccc3)NC2=O)cc1OC,24,i,i,i,i,-0.2,i,i,i,i,i
Cn1ncc(Cl)c1C(=O)Nc1cccc(Cl)c1,2,i,i,i,i,2.0,i,i,i,i,i
CCOC(=O)N1CCN(C(=O)c2cc3n(n2)C(C(F)(F)F)CC(c2ccc4c(c2)OCO4)N3)CC1 (stereo unspecified),39,i,i,i,i,-0.3,i,i,i,i,i
CCOc1ccc(NC(=O)c2ccc(N)cc2)cc1,12,i,i,i,i,.,i,i,i,i,i
CC(NC(=O)C1CCCO1)c1ccccc1 (stereo unspecified),25,i,i,i,i,-1.6,i,i,i,i,i
CCCc1nc(SCC(=O)Nc2ccc(N3CCOCC3)cc2)c2ccccc2n1,27,i,i,i,i,2.8,i,i,i,i,i
CC1CCN(c2ccc(C=O)o2)CC1,19,i,i,i,i,0.0,i,i,i,i,i
CCn1c(O)c(N=NC(=O)CNC(=O)/C=C/c2ccco2)c2ccccc21,18,i,i,i,i,.,i,i,i,i,i
COc1cccc(OC)c1C(=O)N1CCN(Cc2ccccc2C(F)(F)F)CC1,22,i,i,i,i,0.2,i,i,i,i,i
Cc1ccc(NC(=O)C2CCN(S(=O)(=O)c3cccc4cccnc34)CC2)nc1,15,i,i,i,i,.,i,i,i,i,i

# Continued:
SMILES,AI-2 QS mod,TRPC4 block,PolyA inh,TRPC4 PAM,MrgX1 PAM,HIF activator,TRPC4 agonist,TRPC6 act,MrgX1 ag,TRPC6 inhibitor,MrgX1 antag
Cc1ccc(NS(=O)(=O)c2cc([N+](=O)[O-])ccc2N/N=C/c2sc(N3CCOCC3)nc2-c2ccccc2)c(C)c1,33,i,i,i,i,0.2,i,i,i,i,-9.4*
CCc1ccccc1NC(=O)CSc1nc2c(c(-c3ccco3)c1C#N)CCCC2,34,i,i,i,i,0.1,i,i,i,i,i
COC(=O)C1=CN(C)C=C(C(=O)OC)C1c1ccc(Cl)cc1Cl,16,i,i,i,i,-0.8,i,i,i,i,i
CCN(CC(=O)Nc1c(F)cccc1F)C(=O)CSCC(=O)Nc1cccc(C)c1,48,i,i,i,i,0.3,i,i,i,i,i
CN1CCN(c2ccc(NC(=S)NC(=O)c3cccc4c(Cl)cccc34)cc2)CC1,25,i,i,i,i,-0.1,i,i,i,i,i
CN(C(=O)Cc1c(C(=O)O)n(C)c2ccccc12)c1ccc(Cl)cc1,13,i,i,i,i,0.9,i,i,i,i,i
CC1=CC(=C2C(=O)c3ccccc3C2=O)C=C(C)N1Cc1ccco1,18,i,i,i,i,2.1,i,i,i,i,i
COc1cccc(NC(=O)NCc2ccc(F)cc2)c1,-89*,i,i,i,i,0.8,i,i,i,i,i
Cc1noc2ncnc(Sc3ccc(Br)cc3)c12,-23,i,i,i,i,4.8,i,i,i,i,i
O=C(O)CCCn1cc(NC(=O)c2ccco2)cn1,24,i,i,i,i,0.0,i,i,i,i,i
CCCC(=O)NC(=S)c1c(C)n(C)n(-c2ccccc2)c1=O,12,i,i,i,i,1.4,i,i,i,i,i
O=C(CCc1nc2ccccc2s1)OCc1ccccc1F,18,i,i,i,i,0.1,i,i,i,i,i
O=C(O)CCC(=O)Nc1ccc(-n2ccc(C(F)(F)F)n2)cc1,.,i,i,i,i,-0.6,i,i,i,i,i
COc1ccc(OC)c(CC(NC(C)=O)C(=O)NC2CCN(c3cc(C)nc4ncnn34)CC2)c1 (stereo unspecified),22,i,i,i,i,0.0,i,i,i,i,i
Cc1nc2cc(NC(=O)NCCC3=CCCCC3)ccc2o1,12,i,i,i,i,2.5,i,i,i,i,i
CCCCN(CCCC)C1=Nc2ccccc2N/C1=C(/C#N)C(=O)OCC,2,i,i,i,i,-0.5,i,i,i,i,i

# 3 successive compounds from above, quoted:
SMILES,AI-2 QS mod,TRPC4 block,PolyA inh,TRPC4 PAM,MrgX1 PAM,HIF activator,TRPC4 agonist,TRPC6 act,MrgX1 ag,TRPC6 inhibitor,MrgX1 antag
CCc1ccccc1NC(=O)CSc1nc2c(c(-c3ccco3)c1C#N)CCCC2,34,i,i,i,i,0.1,i,i,i,i,i
COC(=O)C1=CN(C)C=C(C(=O)OC)C1c1ccc(Cl)cc1Cl,16,i,i,i,i,-0.8,i,i,i,i,i
CCN(CC(=O)Nc1c(F)cccc1F)C(=O)CSCC(=O)Nc1cccc(C)c1,48,i,i,i,i,0.3,i,i,i,i,i

# Not all compounds are listed (hit frequency here may not be typical).
